From PubChem BioAssay
Tau fluor counter: Counterscreen qHTS for Inhibitors of Tau Fibril Formation, Fluorescence Polarization; tau K18 P301L (four-repeat tau fragment) Alexa594 fluorescence, heparin fibrillization; Potency, µM (doses to about 57.7 µM), inactives show at the highest dose activity change, negative = decrease; 280,000 compounds, 0.93% hits; AID 1463, 2008; also: % is scaled to controls: 0 for no effect and ±100 for the full control effect; nearly all actives have a fitted effect of over 55% in size
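Human K18 P301L tau (15 uM unlabeled plus 0.24 uM Alexa 594-labeled, final) in 100 mM sodium acetate pH 7 was mixed with compound and 20 uM heparin and incubated 6 hr at 37 C.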
Epigenetic reg: Quantitative High-Throughput Screen for Regulators of Epigenetic Control. Potency, µM (top dose mostly 53.9 µM), without a hit: at the highest dose GFP activation, actives largely listed as activators. murine LDR cells, GFP reporter derepression, 30 h. 280,000 compounds, 0.2% hits; also: % of control where 0% means no effect; nearly all actives have a fitted effect of over 60% in size
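Readout is the number of GFP-expressing murine LDR cells, counted by cytometry following washing. Cells were treated with compound for 30 h at 37 C; the stably integrated CMV-GFP locus is normally silent.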
Starred values were filed as active, the others as inactive; u = inconclusive; [ ] = dose if it differs, or a comment. Calls follow the shape of the dose curve; as a rule, active = well fitted curve in the direction sought with a large enough effect; inconclusive = small, poorly fitted or top-dose-only effect, or another doubt; inactive = no such curve, though single readings can be large; an effect the other way counts as inactive or inconclusive. Potency is read from the fitted curve at half-maximal effect. A portion of the library; count on the stated rates, not on these rows.

structure	Tau fluor counter	Epigenetic reg
Cc1ccc(OCc2cc(=O)n3ccsc3n2)c(NC(=O)c2ccco2)c1	1%	1.1%
Fc1ccc(-n2ncc3c(N4CCCCCC4)ncnc32)cc1	-8%	-2.4%
CN(C)c1ccc(CNC(=O)CCCN2C(=O)CCn3nc(-c4cn(C)c5ccccc45)cc32)cc1	-9%	-1.2%
COC(=O)c1c(SCC(=O)Nc2ccccc2C(F)(F)F)[nH]c2ccc(Cl)cc2c1=O	u	-1.2%
CN1C(=O)Cc2cc(S(=O)(=O)CCC(=O)N3CCN(c4cccc(Cl)c4)CC3)ccc21	-11%	-3.0%
Cc1ccc(N2C(=O)CSC23C(=O)N(CC(=O)Nc2ccc(C(C)C)cc2)c2ccccc23)cc1C (centres undefined)	-20%	0.0%
Cc1nc(-c2ccc(C)c(S(=O)(=O)N3CCC(C(=O)Nc4ccc(Cl)cc4)CC3)c2)no1	1%	-0.5%
COc1ccc(OC)c(NS(=O)(=O)c2ccc3c(c2)CCCN3C(=O)C2CCC2)c1	-18%	0.0%
Cc1ccc(-c2ccc(=O)n(CC(=O)NC(C)c3ccccc3)n2)cc1 (centres undefined)	-9%	3.1%
Cc1cc(Cl)ccc1NC(=O)c1cccc(NC(=O)N2CCSc3ncccc32)c1	-18%	2.4%

Reprinted at random: two compounds from above.
structure	Tau fluor counter	Epigenetic reg
Cc1nc(-c2ccc(C)c(S(=O)(=O)N3CCC(C(=O)Nc4ccc(Cl)cc4)CC3)c2)no1	1%	-0.5%
Cc1ccc(OCc2cc(=O)n3ccsc3n2)c(NC(=O)c2ccco2)c1	1%	1.1%

Continued:
structure	Tau fluor counter	Epigenetic reg
Cc1cccc(OCC(=O)Nc2cccc(OCc3cc(=O)n4cccc(C)c4n3)c2)c1	-21%	3.8%
COc1ccc(OCC(=O)OCc2cc(=O)n3nc(-c4cccs4)sc3n2)cc1	-13%	2.9%
CC1CCN(C(=O)CSc2n[nH]c(-c3ccc(F)cc3)n2)CC1	-6%	0.1%
Cc1ccc(C)c(N2CCN(C(=O)CCNS(=O)(=O)c3ccc4c(c3)CCN4C(=O)C3CC3)CC2)c1	-15%	0.0%
O=C(Nc1ccc(F)cc1F)c1ccc(-n2cnc3cccnc32)cc1	-6%	-1.1%
Cc1ccc(C(=O)N2CCCCC2)cc1NC(=O)c1nsc2ccccc12	-18%	7.0%
CCCS(=O)(=O)NCCc1csc2nc(-c3ccc(C)cc3)nn12	-19%	8.5%
Cc1ccc2scc(N3CCC(C)CC3)c(=O)c2c1	-19%	-1.7%
COc1ccc(Cl)cc1NC(=O)CSc1nnc2[nH]c(=O)cc(-c3ccccc3)n12	-14%	0.4%
Cc1ccc(CN2COc3ccc4c(C)cc(=O)oc4c3C2)cc1	6%	2.7%
O=C(Cn1c(=O)nc(-c2ccccc2F)c2cc(Cl)ccc21)Nc1ccccc1C(F)(F)F	-6%	-2.3%
Cc1ccc(-n2ncc(C(=O)NCc3ccco3)c2C2CCN(C(=O)OC(C)(C)C)CC2)cc1C	-13%	-1.3%
Cc1cccc(C)c1-n1ncc(C(=O)NCCN2CCN(C)CC2)c1C1CCN(C(=O)OC(C)(C)C)CC1	-8%	-1.3%
COc1cc(C(=O)NCC(c2cccs2)S(=O)(=O)c2cccs2)cc(OC)c1OC (centres undefined)	-12%	5.9%
COc1ccc(-c2nnc(SCc3cc(=O)c4cc(C)cc(C)c4[nH]3)n2C)cc1	0%	0.3%
COc1cc(OC)c(OC)cc1/C=C/c1nc2cc3ccccc3cc2c(=O)n1-c1ccc(F)cc1F	u	0.6%
CC(C)(C)CC(=O)NCC(c1ccc2c(c1)OCO2)N1CCOCC1 (centres undefined)	-4%	0.0%
CC(=O)N1CCCc2cc(S(=O)(=O)NCc3ccc(OC(C)C)cc3)ccc21	-4%	0.0%
COC(=O)c1ccc2c(c1)N(Cc1ccc(F)cc1)C(=O)c1ccccc1S2	-17%	0.0%
CCOC(=O)c1ccc(NC(=O)c2cnc(N3CCCC3)nc2C)cc1	-19%	-1.7%
COc1cccc(Cn2c(CNC(=O)c3cc([N+](=O)[O-])ccc3Cl)nc3cccnc32)c1	-20%	0.0%
Cc1ccc(-c2nnc(SCC(=O)NC3CCCC3)nc2-c2ccc(C)cc2)cc1	-15%	4.7%
CCS(=O)(=O)N1CCCC(C(=O)NCCOC)C1 (centres undefined)	-10%	1.5%
N#C/C(=C\c1ccc(O)cc1)C(=O)NCC1CCCO1 (centres undefined)	-1%	-1.1%
CCc1ccc(-c2cc(C)no2)cc1S(=O)(=O)N1CCN(c2cccc(Cl)c2)CC1	-15%	-0.4%
CCCOC(=O)c1cccc(NC(=O)c2c(-c3ccccc3Cl)noc2C)c1	-29%	0.4%
Cc1ccc(N2CC(NC(=O)CCCc3ccccc3)CC2=O)cc1 (centres undefined)	0%	2.5%
COc1cccc(C2C=C(c3ccc(C)cc3)Nc3c(C(=O)Nc4ccc(F)cc4)cnn32)c1OC (centres undefined)	u	-1.3%
Cc1ccccc1Cn1c(=O)n(CC2CCC(C(=O)N3CCOCC3)CC2)c(=O)c2sccc21 (centres undefined)	-1%	2.5%
CCc1ccc(N2C(=O)CSC23C(=O)N(Cc2cccc(OC)c2)c2ccccc23)cc1 (centres undefined)	-8%	5.5%
CN(C)S(=O)(=O)N(CC(=O)NCCSCc1ccccc1Cl)c1ccccc1	-17%	2.3%
O=c1cc2nc(-c3ccccc3)nc(SCc3cccc(Br)c3)n2[nH]1	-16%	3.6%
Cc1ccc(C)c(N2CCN(S(=O)(=O)c3ccc4[nH]c5c(c4c3)CCCCC5)CC2)c1	u	0.0%
CCn1c2c(c(=O)n3ncc(C(=O)N4CCN(c5ccc(Cl)cc5)CC4)c13)CN(Cc1ccc(OC)cc1)CC2	-5%	1.7%
COc1ccc(-c2nc(C)c(CCNS(=O)(=O)c3ccc(F)cc3)s2)cc1OC	u	1.4%
CN1CCN(C(CNC(=O)c2c(F)cccc2F)c2ccc3c(c2)OCO3)CC1 (centres undefined)	7%	0.0%
COc1ccc(CNC(=O)C2=C(C)C(=O)OC23CCCCC3)cc1	-14%	-1.2%
Cc1ccc(-n2ncc(C(=O)NCc3cccs3)c2C2CCN(C(=O)OC(C)(C)C)CC2)c(C)c1	-15%	0.0%
COc1cccc(N2CCN(c3ncc4c(n3)CCN(Cc3ccc(Br)cc3)C4)CC2)c1	-16%	-1.7%
COc1ccc(NC(=O)CSc2ccc3nc(-c4ccccc4)cn3n2)cc1OC	-6%	-0.1%
COc1ccc(-c2c(C)c3ccc(O)c(CN4CCCC4)c3oc2=O)cc1	-1%	0.0%
CCOC(=O)c1cc(-c2ccccc2)n(CCCC(=O)Nc2cccc(C)c2)c1C	-21%	-3.3%
COc1ccc(CNC(=O)CC2N=C3c4ccccc4N=C(SCC(=O)Nc4ccc(C(C)C)cc4)N3C2=O)cc1 (centres undefined)	-23%	-1.3%
Cc1ccc(S(=O)(=O)C(CNC(=O)C(=O)NCc2ccc(Cl)cc2)c2ccco2)cc1 (centres undefined)	-4%	-3.5%
CCOc1ccccc1NC(=O)c1cnc(N2CCOCC2)c2ccccc12	-13%	0.0%
Cc1c(C(=O)Nc2cccc(Cl)c2)sc2nc3n(c(=O)c12)N=C(c1cccc(Br)c1)CS3	-11%	-1.3%
CCOc1ccccc1/C=C/c1onc(C)c1S(=O)(=O)N1CCC(C(=O)N(CC)CC)CC1	3%	-1.1%
CCCCN(C)CCCNC(=O)c1cc(=O)[nH]c2ccc(S(=O)(=O)N3CCCCC3)cc12	3%	1.8%
CC(=O)Nc1ccc(NS(=O)(=O)c2c(C(=O)N3CCCCCC3)c(C)n(C)c2C)cc1	-1%	0.0%
CC(C)CCNC(=O)C1CCN(c2nc3ccc(Cl)cc3[nH]2)CC1	-16%	-2.2%

More structures follow.
structure	Tau fluor counter	Epigenetic reg
CCOC(=O)c1ccc(Oc2nc(C)nc3c2oc2ccccc23)cc1	-2%	0.0%
CC(=O)c1cc(-c2ccc(F)cc2)n(CCC(=O)Nc2nc3c(C)cccc3s2)c1C	-2%	6.2%
CC(C)c1cnc2c(c1SCC(=O)NCc1ccccc1Cl)c(=O)n(C)c(=O)n2C	-5%	-1.3%
COc1ccc(-n2ncc(C(=O)N3CCN(C(=O)c4ccco4)CC3)c2C2CCN(C(=O)OC(C)(C)C)CC2)cc1	11%	-1.3%
CCN(C(=O)CSc1ncc(S(=O)(=O)c2ccc(C)c(Cl)c2)c(=O)[nH]1)c1cccc(C)c1	1%	-0.6%
COC(=O)c1cc(C)nc2c1c(=O)nc(SCc1ccccc1C)n2C1CC1	0%	-2.2%
CCC(=O)N1c2ccccc2CC1C(=O)NCCc1ccc(SC)cc1 (centres undefined)	-2%	-3.0%
O=C(Nc1nc2c(Cl)cccc2s1)c1ccc(S(=O)(=O)N2CCc3ccccc32)cc1	-17%	2.8%
COc1ccccc1CCNC(=O)C(=O)NCC(c1ccco1)S(=O)(=O)c1ccc(C)cc1 (centres undefined)	-14%	0.2%
Cc1ccc(Nc2sc(C(=O)c3ccc(F)cc3)c(N)c2S(=O)(=O)c2ccc(C)cc2)cc1	2%	-1.7%

19 compounds out of the list, ordered by molar mass, falling:
structure	Tau fluor counter	Epigenetic reg
COc1ccc(CNC(=O)CC2N=C3c4ccccc4N=C(SCC(=O)Nc4ccc(C(C)C)cc4)N3C2=O)cc1 (centres undefined)	-23%	-1.3%
COc1ccc(-n2ncc(C(=O)N3CCN(C(=O)c4ccco4)CC3)c2C2CCN(C(=O)OC(C)(C)C)CC2)cc1	11%	-1.3%
COc1cc(OC)c(OC)cc1/C=C/c1nc2cc3ccccc3cc2c(=O)n1-c1ccc(F)cc1F	u	0.6%
Cc1nc(-c2ccc(C)c(S(=O)(=O)N3CCC(C(=O)Nc4ccc(Cl)cc4)CC3)c2)no1	1%	-0.5%
O=C(Nc1nc2c(Cl)cccc2s1)c1ccc(S(=O)(=O)N2CCc3ccccc32)cc1	-17%	2.8%
COc1cc(C(=O)NCC(c2cccs2)S(=O)(=O)c2cccs2)cc(OC)c1OC (centres undefined)	-12%	5.9%
CN1C(=O)Cc2cc(S(=O)(=O)CCC(=O)N3CCN(c4cccc(Cl)c4)CC3)ccc21	-11%	-3.0%
CC(=O)Nc1ccc(NS(=O)(=O)c2c(C(=O)N3CCCCCC3)c(C)n(C)c2C)cc1	-1%	0.0%
COc1ccc(-c2nc(C)c(CCNS(=O)(=O)c3ccc(F)cc3)s2)cc1OC	u	1.4%
Cc1ccc(-c2nnc(SCC(=O)NC3CCCC3)nc2-c2ccc(C)cc2)cc1	-15%	4.7%
O=c1cc2nc(-c3ccccc3)nc(SCc3cccc(Br)c3)n2[nH]1	-16%	3.6%
CCCOC(=O)c1cccc(NC(=O)c2c(-c3ccccc3Cl)noc2C)c1	-29%	0.4%
COC(=O)c1cc(C)nc2c1c(=O)nc(SCc1ccccc1C)n2C1CC1	0%	-2.2%
Cc1ccc(OCc2cc(=O)n3ccsc3n2)c(NC(=O)c2ccco2)c1	1%	1.1%
CCC(=O)N1c2ccccc2CC1C(=O)NCCc1ccc(SC)cc1 (centres undefined)	-2%	-3.0%
CCCS(=O)(=O)NCCc1csc2nc(-c3ccc(C)cc3)nn12	-19%	8.5%
CCOC(=O)c1ccc(Oc2nc(C)nc3c2oc2ccccc23)cc1	-2%	0.0%
Cc1ccc(CN2COc3ccc4c(C)cc(=O)oc4c3C2)cc1	6%	2.7%
CCS(=O)(=O)N1CCCC(C(=O)NCCOC)C1 (centres undefined)	-10%	1.5%

Later entries.
structure	Tau fluor counter	Epigenetic reg
Cc1ccc(NS(=O)(=O)c2ccc3[nH]c4c(c3c2)CCCCCC4)cc1C	13µM*[quencher]	0.0%
Cc1c(Cl)cccc1NC(=O)Cn1nnc(-c2nc(-c3ccccc3)no2)c1N	3%	-0.7%
COc1ccc(CC(=O)N2CCc3cc(OC)c(OC)cc3C2COc2ccc(OC)cc2)cc1 (centres undefined)	-7%	0.0%
O=C(c1cnn(-c2ccc(F)cc2)c1-n1cccc1)N1CCN(c2ccc(Cl)cc2)CC1	-13%	0.4%
O=C(NCCc1ccc(Cl)cc1)c1cccn1-c1nnc(N2CCCC2)s1	-19%	-0.1%
CCOc1ccc(C2C(=O)N(C3CCCCC3)CC(=O)N2CCc2ccccc2)cc1OC (centres undefined)	-12%	2.2%
Cc1ccc(OCC(=O)OCc2cc(=O)n3nc(C4CCCCC4)sc3n2)cc1	-7%	1.5%
COC(=O)c1ccc(CSc2nc3c([nH]c4ccccc43)c(=O)n2-c2cccc(OC)c2)o1	u	0.0%
Cc1cccc(C(=O)N2CCc3cc(CNC(=O)COc4ccc(Cl)cc4)ccc32)c1	-12%	1.3%
Cc1ccc(CNC(=O)c2ccc(N3CCCC3)c(NC(=O)Nc3ccc(C)cc3)c2)cc1	-24%	-2.3%
COc1ccc(C)cc1NC(=O)c1cc(S(=O)(=O)NC2CCCCCC2)ccc1F	u	2.4%
Cc1cc(C)cc(-n2nnc(-c3nc(-c4ccccc4F)no3)c2C)c1	-5%	-3.9%
